Mdm2 MdmX PPI: inhibitors of human Mdm2-MdmX association, primary screen, cell-based, luminescence, split luciferase, SaOS-2, uHTS | Protein Mdm4 (Homo sapiens) + E3 ubiquitin-protein ligase Mdm2 (Homo sapiens), … | SaOS-2 split-luciferase Mdm2/MdmX complementation | inhibition, % at 8 µM | hit rate 3% among 330,000;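 active = inhibition of at least 50% at 8 µM in the primary screen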
Target sequence (O15151 whole entry, looked up): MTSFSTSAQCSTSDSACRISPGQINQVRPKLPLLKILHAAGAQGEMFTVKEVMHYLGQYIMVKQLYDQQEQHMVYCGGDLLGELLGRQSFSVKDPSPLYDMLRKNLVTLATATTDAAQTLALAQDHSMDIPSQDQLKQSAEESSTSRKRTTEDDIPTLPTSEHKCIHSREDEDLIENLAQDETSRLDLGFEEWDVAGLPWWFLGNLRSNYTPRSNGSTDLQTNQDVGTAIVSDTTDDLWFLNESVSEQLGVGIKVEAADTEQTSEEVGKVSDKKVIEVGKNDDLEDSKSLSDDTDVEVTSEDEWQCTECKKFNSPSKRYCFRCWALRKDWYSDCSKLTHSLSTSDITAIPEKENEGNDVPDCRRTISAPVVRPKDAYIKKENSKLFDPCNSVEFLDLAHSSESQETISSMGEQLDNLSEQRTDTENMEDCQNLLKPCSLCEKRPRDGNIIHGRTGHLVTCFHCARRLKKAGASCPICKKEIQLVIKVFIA
Target sequence (Q00987 whole entry, looked up): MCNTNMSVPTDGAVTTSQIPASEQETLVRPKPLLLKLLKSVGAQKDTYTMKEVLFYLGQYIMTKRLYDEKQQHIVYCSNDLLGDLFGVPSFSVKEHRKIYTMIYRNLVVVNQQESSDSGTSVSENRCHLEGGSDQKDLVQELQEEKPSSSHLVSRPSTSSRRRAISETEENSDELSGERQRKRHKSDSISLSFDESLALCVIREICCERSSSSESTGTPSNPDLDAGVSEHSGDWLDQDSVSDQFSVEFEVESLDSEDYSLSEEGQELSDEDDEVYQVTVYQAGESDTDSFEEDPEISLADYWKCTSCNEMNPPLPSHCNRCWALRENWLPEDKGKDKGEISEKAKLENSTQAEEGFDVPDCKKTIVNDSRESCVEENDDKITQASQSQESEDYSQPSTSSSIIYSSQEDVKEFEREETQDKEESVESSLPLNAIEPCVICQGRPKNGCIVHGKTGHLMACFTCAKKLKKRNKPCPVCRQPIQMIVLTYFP
tim10-1 inh: growth inhibitors of tim10-1 mutant yeast, primary screen, luminescence, uHTS; S. cerevisiae tim10-1 ts strain growth, BacTiter-Glo, 24 h; inhibition, % at 20 µM; hit rate 2.2% among 330,000;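 active = inhibition of at least 40%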;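 note: mutant grown at 25 °C; 0% = DMSO wells with yeast and 100% = wells holding no yeast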
TIM10 inh: growth inhibitors of isogenic TIM10 control yeast, primary screen, counter-screen for tim10-1 yeast inhibitor project, luminescence, uHTS | AID 463195, 2010 | inhibition, % at 10 µM | S. cerevisiae TIM10 strain growth, BacTiter-Glo luminescence, 24 h | hit rate 1.4% among 330,000;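 active = inhibition of 40% or more at the single tested concentration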;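 note: wild-type TIM10 isogenic control strain grown at permissive 25 °C; 0% = DMSO yeast wells and 100% = minimal medium wells without yeast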
APJ antag: antagonists of human apelin receptor APJ, primary screen, CHO-K1 cells, beta-arrestin complementation, luminescence; P35414; inhibition, % at 20 µM; hit rate 0.32% among 330,000;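 active = inhibition above about 40% at 20 µM, limit read from the data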;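 note: cells challenged with 10 nM apelin-13 agonist together with compound; plate controls were apelin-13 plus DMSO wells for no effect and DMSO wells lacking apelin-13 for full effect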
UPR XBP1 act: activators of adaptive XBP1 UPR arm, primary screen, cell-based, CHO-XBP1 luciferase reporter, luminescence, uHTS. activation, % at 20 µM. hit rate 0.33% among 330,000. IRE1-XBP1 UPR activation; percent of tunicamycin response, DMSO as zero;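 active = versus positive control, 20 µM dose yields 30% or more activation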;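 note: 100% = tunicamycin at 10 µg/mL and 0% = DMSO only wells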
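Material – CHO cell line with stable XBP1 luciferase reporter · Buffer or medium – F12 plus 10% FBS · Compound – single point, 20 µM final compound, 1% DMSO · Schedule – 16-18 h cell attachment at 37 °C, then 6 h compound exposure · Signal – Steady-Glo luminescence read · Benchmarks – high control tunicamycin 10 µg/mL final, low control DMSO vehicle only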
CXCR6 inh: CXCR6 receptor inhibitors, primary screen, cell-based, beta-arrestin, luminescence, CHO-K1 PathHunter, 1536-well. hit rate 0.36% among 360,000. inhibition, % at 20 µM; in the data active = inhibition above about 34%, passing the limit was not always enough;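 note: antagonist mode with CXCL16 agonist at 10 nM final; 0% = 10 nM CXCL16 with DMSO and 100% = unstimulated wells without agonist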
tim23-1 inh: growth inhibitors of tim23-1 mutant yeast, primary screen, luminescence, uHTS; AID 463212, 2010; inhibition, % at 20 µM; S. cerevisiae tim23-1 growth, BacTiter-Glo luminescence, 24 h; hit rate 1.3% among 330,000;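 active = growth inhibition of the mutant yeast at or above 50%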;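 note: temperature-sensitive mutant grown at 25 °C; plate controls were DMSO-treated mutant yeast for no effect and medium wells lacking yeast for full effect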
APJ agonist: agonists of human apelin receptor APJ, primary screen, CHO-K1 cells, PathHunter beta-arrestin, luminescence; activation, % at 20 µM; hit rate 0.11% among 330,000; 0% DMSO wells, 100% apelin; AID 2520, 2010;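 active = activation more than six SD over the plate average, tested at 20 µM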;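 note: 0% = DMSO alone and 100% = apelin-13 at 10 nM; some results filed as inactive read as strong as hits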
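Material: engineered CHO-K1 APJ arrestin reporter cells; amount: 1000 CHO-K1 reporter cells seeded per well; incubation: compound stimulation 90 min at 25 °C, detection 60 min; signal: luminescent beta-gal fragment complementation, chemiluminescent substrate; read-out basis: APJ agonist activity; controls: DMSO-only wells as negative, 10 nM Apelin-13 as positive control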
UPR CHOP act: activators of apoptotic CHOP UPR arm, primary screen, cell-based, CHO-CHOP luciferase reporter, luminescence, uHTS; AID 449763, 2010; hit rate 0.34% among 330,000; activation, % at 10 µM; UPR activation; percent of tunicamycin response over DMSO baseline;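 active = at 10 µM dose, activation of 40% or more, normalized to positive control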;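 note: 100% = tunicamycin at 10 µg/mL and 0% = DMSO alone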
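Evaluation: % reporter activation, DMSO baseline versus tunicamycin full activation; System: CHO-CHOP luciferase reporter cell line; Input: 500 cells/well; Incubation: 6 h compound treatment, 37 °C; Measured by: Steady-Glo luciferase luminescence; Dosing: one dose, 10 µM in 0.5% DMSO; Buffer or medium: F12 medium, 10% FBS; Benchmarks: positive tunicamycin 10 µg/mL, negative DMSO alone.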
An asterisk follows results filed as active.

SMILES	Mdm2 MdmX PPI	tim10-1 inh	TIM10 inh	APJ antag	UPR XBP1 act	CXCR6 inh	tim23-1 inh	APJ agonist	UPR CHOP act
COc1cccc(/C=N/NC(=O)c2nc(-c3ccccc3)cc(-c3ccccc3)n2)c1	42	14	12	7	-3	4	25	2	9.4
COc1ccc(N(CC(=O)O)S(C)(=O)=O)cc1OC	16	14	1	-5	-2	-2	1	-5	-1.0
CN(c1ccccc1C(=O)Nc1ccc(F)c(F)c1)S(C)(=O)=O	10	7	17	2	-2	0	-2	-4	-1.2
CC(=O)Nc1ccc(NC(=O)C(C)OC(=O)c2c(NC(C)=O)sc(C)c2C)cc1 (stereo unspecified)	22	8	7	3	1	5	-1	-2	-0.1
CC(C)(C)N(Cc1ccccc1)C(=O)CCc1ccccc1	-5	28	23	8	-4	11	7	-6	0.2
O=c1sc(Nc2ccccc2)nc2ccccc12	3	10	10	9	0	2	-6	-1	-0.8
CS(=O)(=O)N1CCc2cc(C(=O)Nc3cccc([N+](=O)[O-])c3)ccc21	-9	-24	-6	1	0	-5	-4	2	4.8
CCn1nc(C)cc1C(=O)Sc1ccc(Cl)cc1Cl	-15	23	13	10	-2	2	22	0	2.4
COc1ccc(C(=O)Nc2sc(C)c(C)c2CN2CCOCC2)cc1	-12	34	29	25	4	-6	28	0	8.5
C[C@@H]1COC(=O)[C@@H](CC(=O)OC(C)(C)C)C/C=C\C[C@@H](CC(=O)NCCO)C(=O)N1	15	-17	-2	-9	1	6	-19	-3	-1.0
Cc1c(Cl)c(C(=O)NNC(=S)Nc2ccccc2)nn1C	-48	15	8	10	0	10	33	-4	4.9
CCOC(=O)C(=O)N=Nc1c(O)[nH]c2ccccc12	-24	6	6	8	-1	5	-7	0	-1.0
CCc1nc2n[nH]c(N)c2c2c1CSC(C)(C)C2	7	16	12	7	2	2	10	0	0.4
CCC(c1nnnn1Cc1ccco1)N(CCc1ccccc1)Cc1cc2cc(C)ccc2[nH]c1=O (stereo unspecified)	8	14	8	-1	-2	-4	23	-1	-1.4
CCOC(=O)C1CCCN(C(=O)c2ccc(OCC)cc2)C1 (stereo unspecified)	7	-4	5	19	0	4	5	-1	-0.4
CC1CN(CC(O)COCc2ccc3c(c2)OCO3)CC(C)O1 (stereo unspecified)	3	12	-20	-5	-1	-5	-2	-3	-2.1
O=C(c1nc[nH]c1C(=O)N1CCN(c2ccccc2)CC1)N1CCN(c2ccccc2)CC1	15	3	8	0	-2	-1	-4	-5	-0.5
COc1oc(-c2ccccc2)nc1C(F)(F)F	17	-5	-2	19	3	1	-11	0	-1.5
O=C(O)Cn1ncc2ccccc2c1=O	0	-15	-11	9	-2	-9	0	0	-2.1
CCOc1ccccc1CN1CCCC(C(=O)c2ccc(OC)c(OC)c2)C1 (stereo unspecified)	18	1	2	3	-4	0	-1	-2	-2.1
O=C(CSc1nc2ccncc2[nH]1)Nc1ccccc1C(F)(F)F	20	-2	0	1	-2	-5	-1	-2	-0.8
O=C(NNS(=O)(=O)c1ccc(F)cc1)c1ccc(O)cc1	4	2	-4	-12	-2	1	9	-1	2.4
C/C=C(\C)CN1CCC(n2nccc2NC(=O)CCOc2ccccc2)CC1	-3	16	-6	-4	-5	7	11	-2	1.7
CC(OC(=O)/C=C/c1ccccc1)C(=O)NC1CCCCC1C (stereo unspecified)	37	6	10	-1	-1	8	27	-7	-2.8
CCCC(=O)N1CC2(C)CN(C(=O)CCC)CC(CCC)(C1)C2=O	7	1	-9	20	-3	2	5	1	-0.3
CCC(C)CCCCCCCCCCC(=O)O (stereo unspecified)	20	21	7	24	-1	-4	13	-6	-0.1
CC(C)c1c(O)nc(SCCOc2ccc(Cl)cc2)[nH]c1=O	-7	11	-13	-32	-1	7	16	-2	2.0
Cc1ccc(-c2nnc(SCC(=O)N/N=C/c3cccs3)n2-c2ccc(C)cc2)cc1	-15	8	8	-60	-1	10	10	8	-0.6
CCCCSc1c(C)c2cc3c(cc2[nH]c1=O)OCO3	14	5	-3	8	-1	1	10	-1	1.2
COc1cccc(NC(=O)N2CCCC2C(=O)NCc2ccco2)c1 (stereo unspecified)	-18	9	-25	-16	5	1	2	1	-0.2

Two consecutive entries already listed, quoted:
SMILES	Mdm2 MdmX PPI	tim10-1 inh	TIM10 inh	APJ antag	UPR XBP1 act	CXCR6 inh	tim23-1 inh	APJ agonist	UPR CHOP act
Cc1c(Cl)c(C(=O)NNC(=S)Nc2ccccc2)nn1C	-48	15	8	10	0	10	33	-4	4.9
CCOC(=O)C(=O)N=Nc1c(O)[nH]c2ccccc12	-24	6	6	8	-1	5	-7	0	-1.0

Continued.
SMILES	Mdm2 MdmX PPI	tim10-1 inh	TIM10 inh	APJ antag	UPR XBP1 act	CXCR6 inh	tim23-1 inh	APJ agonist	UPR CHOP act
Cc1nnc(NC(=O)CSc2nnc(C)n2Cc2ccccc2)s1	-10	-2	-13	1	-1	11	0	-3	1.3
CCN(CC(=O)NCc1ccc(F)cc1)C(=O)CN1CCN(c2cc(Cl)ccc2C)CC1	-3	21	13	17	2	5	21	-2	0.2
COc1ccc(-n2c(C)c(C)c3c(NCCCN(C)C)ncnc32)cc1	22	30	-6	0	-3	8	17	-4	0.9
CC(C)(C)C1CCC(=NNC(=O)c2cc(-c3ccccc3)n[nH]2)CC1 (stereo unspecified)	1	-9	-10	8	0	-9	-8	-3	2.1
O=C(Nc1ccccc1N1CCOCC1)c1cccc([N+](=O)[O-])c1	-6	25	21	6	-1	-5	2	-2	0.6
Cc1cc(C)cc(C(=O)NC(CC(N)=O)c2ccc(N3CCC(N4CCCCC4)CC3)c([N+](=O)[O-])c2)c1 (stereo unspecified)	11	-16	-5	-10	-1	-3	11	-3	-3.1
COCCNC(=O)/C(C#N)=C/c1ccc(SC)cc1	9	5	11	-5	-2	-6	-1	0	5.8
N#Cc1ccc(N2CCOCC2)nc1	-15	-12	0	8	-1	2	-13	-1	0.8
CSc1nc(Oc2cccc(C(F)(F)F)c2)cc(C(F)(F)F)n1	8	-16	-18	5	-2	-8	-8	-2	-2.0
Cc1nnc(Sc2nc3c(c(=O)n(C)c(=O)n3C)n2Cc2ccccc2Cl)s1	-14	17	-2	10	2	4	12	5	0.4
Cn1c(=O)[nH]c(=O)c2c1nc1n2CCCS1	14	-4	-2	-2	-4	3	-2	0	-1.2
COc1cccc(/C=C/C(=O)OCC(=O)NCC2CCCO2)c1OC (stereo unspecified)	11	7	12	-5	-2	4	9	0	1.5
Cc1csc(SCC(=O)NC(C)C2CC3CCC2C3)n1 (stereo unspecified)	6	17	2	5	0	5	12	9	-0.8
Cc1cnn(C(=S)NCC2CCCO2)c1 (stereo unspecified)	-14	22	-18	4	2	9	-3	-1	2.7
Oc1oc(-c2ccccc2)nc1/C=N/c1ccccn1	-32	21	16	-17	0	13	22	-3	2.7
CCOC(=O)c1c(C)[nH]c(C(=O)CN2CCN(CC)CC2)c1C	-17	3	-15	-2	-2	0	-6	-2	0.2
Cc1ccc(F)cc1NC(=O)CN1C(=O)NC2(CCCc3ccccc32)C1=O (stereo unspecified)	17	13	4	11	-1	-12	-2	4	-0.9
Cc1cc(C(F)(F)F)nc(CCNCc2c(C(=O)N3CCCC3)nc3ccccn23)n1	15	13	8	5	-2	0	-11	1	0.2
O=C(NCCc1ccc(Cl)cc1)C1CCN(S(=O)(=O)c2cccc3nonc23)CC1	9	0	-9	-29	-4	18	6	-2	2.7

Structures above that have a Cl atom:
SMILES	Mdm2 MdmX PPI	tim10-1 inh	TIM10 inh	APJ antag	UPR XBP1 act	CXCR6 inh	tim23-1 inh	APJ agonist	UPR CHOP act
CCn1nc(C)cc1C(=O)Sc1ccc(Cl)cc1Cl	-15	23	13	10	-2	2	22	0	2.4
Cc1c(Cl)c(C(=O)NNC(=S)Nc2ccccc2)nn1C	-48	15	8	10	0	10	33	-4	4.9
CC(C)c1c(O)nc(SCCOc2ccc(Cl)cc2)[nH]c1=O	-7	11	-13	-32	-1	7	16	-2	2.0
CCN(CC(=O)NCc1ccc(F)cc1)C(=O)CN1CCN(c2cc(Cl)ccc2C)CC1	-3	21	13	17	2	5	21	-2	0.2
Cc1nnc(Sc2nc3c(c(=O)n(C)c(=O)n3C)n2Cc2ccccc2Cl)s1	-14	17	-2	10	2	4	12	5	0.4
O=C(NCCc1ccc(Cl)cc1)C1CCN(S(=O)(=O)c2cccc3nonc23)CC1	9	0	-9	-29	-4	18	6	-2	2.7

Assay outcomes as filed in PubChem.

This is a subset. The share of hits here may be higher or lower than overall.
